# Compound activity: PubChem BioAssay, Sanford-Burnham Center for Chemical Genomics
# MIN6 prolif – inducers of MIN6 beta-cell proliferation, primary screen, ATP luminescence, uHTS. MIN6 cells proliferation, ATPlite luminescence, 48 h; cells starved in 0.2% serum; 100% = growth in 10% serum. proliferation, % at 10 µM. 330,000 compounds, 0.29% hits;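 active means compounds whose signal lies at least 3.5 SD above the mean of all wells on their plate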;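 further: 0% = DMSO-treated cells in low-serum medium and 100% = 10% serum control; some compounds called inactive have numbers as strong as hits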
# ATG4B inh – ATG4B protease inhibitors, primary screen, biochemical, fluorescence, uHTS; 340,000 compounds, 0.51% hits; AID 504462, 2011; inhibition, % at 8.33 µM; ATG4B cleavage of LC3-PLA2, NBD-HPC fluorescence, 1 h; in the data active means inhibition above about 40%
# Target sequence (Q9Y4P1 whole entry, looked up): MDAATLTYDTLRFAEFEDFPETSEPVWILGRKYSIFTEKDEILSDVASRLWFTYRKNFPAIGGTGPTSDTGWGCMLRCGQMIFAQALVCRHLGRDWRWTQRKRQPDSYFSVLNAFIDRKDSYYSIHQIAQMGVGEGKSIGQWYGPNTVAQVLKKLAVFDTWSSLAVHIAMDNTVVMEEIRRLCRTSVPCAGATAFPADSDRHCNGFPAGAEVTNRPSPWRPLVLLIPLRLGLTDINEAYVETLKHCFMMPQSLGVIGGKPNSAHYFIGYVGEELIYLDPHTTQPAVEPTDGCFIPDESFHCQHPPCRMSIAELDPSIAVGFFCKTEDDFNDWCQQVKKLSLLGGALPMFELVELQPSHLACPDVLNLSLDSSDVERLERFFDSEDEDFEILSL
# hIAP block – human IAP inhibitors, primary screen, biochemical, luminescence, uHTS; Intestinal-type alkaline phosphatase (Homo sapiens), P09923; inhibition, % at 10 µM; purified IAP, CDP-Star luminescence, 30 min; AID 2544, 2010; 330,000 compounds, 0.12% hits;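 active means inhibition reaching a set limit with compound at 10 µM in the primary screen, cut at about 35% in these data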;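 further: plate controls were DMSO wells with enzyme for no effect and no-enzyme buffer wells for full effect; values of inactives mirror those of a sister screen read the other way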
# mIAP block – inhibitors of mouse IAP, primary screen, biochemical, luminescence, uHTS | intestinal alkaline phosphatase [Mus musculus] | purified mouse IAP, CDP-Star luminescence, 30 min | inhibition, % at 10 µM | 330,000 compounds, 0.2% hits | AID 2806, 2010;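 active means inhibition of at least 40% at 10 µM in the primary screen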;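 further: plate controls were DMSO with enzyme for no effect and no enzyme wells for full effect; values of inactives mirror those of a sister screen read the other way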
# A3A deaminase – APOBEC3A ssDNA deaminase inhibitors, primary screen, selectivity assay for APOBEC3G inhibitor project, biochemical, FAM/TAMRA oligo cleavage fluorescence | DNA dC->dU-editing enzyme APOBEC-3A (Homo sapiens), P31941 | recombinant A3A, FAM/TAMRA ssDNA deamination fluorescence | inhibition, % at 20 µM | 330,000 compounds, 0.41% hits;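 active means at least 40% inhibition at 20 µM here, with at most 30% in a related deaminase screen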;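 further: plate controls were A3A with DMSO for no effect and wells lacking A3A enzyme for full effect; some results filed as inactive read as strong as hits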
# Target sequence (P31941 whole entry, looked up): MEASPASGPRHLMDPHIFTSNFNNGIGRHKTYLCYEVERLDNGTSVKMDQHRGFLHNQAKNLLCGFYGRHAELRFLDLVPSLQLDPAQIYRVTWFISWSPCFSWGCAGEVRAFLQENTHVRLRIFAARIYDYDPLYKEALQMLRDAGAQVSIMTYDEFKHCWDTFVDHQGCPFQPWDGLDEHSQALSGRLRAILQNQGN
# MPTP inh – mitochondrial permeability transition pore inhibitors, primary screen, biochemical, isolated mouse mitochondria, absorbance | inhibition, % at 10 µM | Ca2+ swelling absorbance, 30 min | AID 602449, 2012 | 360,000 compounds, 1.4% hits;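 active means inhibition of 50% or more, scaled per plate between neutral and stimulator controls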;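 further: 0% = DMSO wells given calcium and 100% = 1 mM EGTA wells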
# mIAP activ – activators of mouse IAP, primary screen, biochemical, luminescence, uHTS; 330,000 compounds, 0.24% hits; intestinal alkaline phosphatase [Mus musculus]; activation factor at 10 µM; muIAP, CDP-Star luminescence, 30 min; hits give high values; 1 = vehicle-only enzyme signal, 0 = enzyme-free wells; AID 2805, 2010;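 active means activation factor of at least 2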; further: the source names both 10 and 20 µM as test concentration; values of inactives mirror those of a sister screen read the other way
#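 Assay system: mouse IAP enzyme; Reagent: CDP-Star chemiluminescent phosphatase substrate; Compound: DMSO-dissolved test compounds; Incubation: 30 min, room temperature; Technique: luminescence from enzymatic CDP-Star hydrolysis; Controls: DMSO-only wells and no-enzyme negative control.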
# hIAP act – human IAP activators, primary screen, biochemical, luminescence, uHTS. activation factor at 10 µM. Intestinal-type alkaline phosphatase (Homo sapiens), P09923. purified human IAP, CDP-Star luminescence, 30 min; hits give high values; 1 = vehicle-only enzyme, 0 = enzyme-free background. 330,000 compounds, 0.16% hits;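 active means activation factor of the enzyme at least 2-fold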; further: the source names both 10 and 20 µM as test concentration; values of inactives mirror those of a sister screen read the other way
# APOBEC3G inh – APOBEC3G DNA deaminase inhibitors, primary screen, biochemical, fluorescence, single-stranded DNA substrate, uHTS | inhibition, % at 20 µM | 330,000 compounds, 0.28% hits | recombinant A3G, ssDNA deamination FAM/TAMRA fluorescence;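 active means inhibition of at least 40% at 20 µM, with no more than 30% in the related APOBEC3A deaminase screen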;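 further: plate controls were DMSO wells with A3G for no effect and wells lacking A3G enzyme for full effect; some compounds called inactive have numbers as strong as hits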
# Target sequence (Q9HC16 whole entry, looked up): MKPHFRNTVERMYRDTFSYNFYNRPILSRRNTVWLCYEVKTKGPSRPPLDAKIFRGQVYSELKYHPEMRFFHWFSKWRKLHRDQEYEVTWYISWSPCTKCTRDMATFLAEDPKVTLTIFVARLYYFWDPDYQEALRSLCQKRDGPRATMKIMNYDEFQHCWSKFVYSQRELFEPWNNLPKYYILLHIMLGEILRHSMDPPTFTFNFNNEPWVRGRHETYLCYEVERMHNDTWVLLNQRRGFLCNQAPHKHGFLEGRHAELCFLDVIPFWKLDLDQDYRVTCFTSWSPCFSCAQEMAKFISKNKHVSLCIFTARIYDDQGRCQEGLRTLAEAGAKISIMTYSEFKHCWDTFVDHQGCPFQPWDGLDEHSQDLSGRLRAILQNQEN
# An asterisk follows results filed as active; . = no result given.
SMILES,MIN6 prolif,ATG4B inh,hIAP block,mIAP block,A3A deaminase,MPTP inh,mIAP activ,hIAP act,APOBEC3G inh
COc1ccc(N2CCN(C(CNC(=O)c3ccc4c(c3)OCO4)c3ccco3)CC2)cc1 (stereo not drawn),-4,-10,-8,-5,-2,-0.2,1,1.1,-4
Cc1ccc(C)c(OCC(O)CN2CCN(CCN3C(=O)c4cccc5cccc(c45)C3=O)CC2)c1 (stereo not drawn),-3,-27,9,15,17,1.2,0.85,0.91,-1
CCc1ccc(NC(=O)CSc2n[nH]c(C)c2[N+](=O)[O-])cc1,-2,-3,6,9,2,27,0.91,0.94,0
CS(=O)(=O)N1CCN(C(=O)Nc2ccccc2)CC1,1,1,9,-5,-1,-0.8,1,0.91,-3
O=C(C[C@H]1C/C=C\C[C@@H](Cc2ccc(F)cc2)C(=O)O[C@@H](c2ccccc2)CNC1=O)N[C@@H](CO)Cc1ccccc1,5,-4,-9,10,-2,-1.6,0.9,1.1,-8
CCC(C)N(C(=O)C(F)(F)F)C(C(=O)NC1CCCCC1)c1ccncc1 (stereo not drawn),-1,-16,-8,1,-3,0.0,0.99,1.1,0
CCSc1nc2c(sc3nc(C)cc(C)c32)c(=O)[nH]1,0,.,-1,0,-1,.,1,1,1
CCOC(=O)C1=C(NC#N)OC(C)=C(C)C1c1ccc(O)cc1 (stereo not drawn),0,-3,-14,-5,1,-2.4,1.1,1.1,-4
Cc1cc(C)n2nc(C(=O)NCc3ccccc3)nc2n1,-2,-2,-9,7,0,-0.1,0.93,1.1,-3
CN(C)CCCN(C(=O)c1ccc(S(=O)(=O)N2CCCc3ccccc32)cc1)c1nc2ccc(F)cc2s1,-7,.,-29,15,-3,-0.2,0.85,1.3,-6
CCn1cc2nc(SCC(=O)Nc3ccc(OC)c(OC)c3)n(Cc3ccc(OC)cc3)c(=O)c2n1,-4,-8,-3,1,-1,0.1,0.99,1,-1
CCOc1ccccc1NC(=O)C(CC(C)C)NC(=O)C1CCC(C)CC1 (stereo not drawn),1,1,15,-32,-3,1.8,1.3,0.85,-5
CCC(CC)N1CCN(CCc2ccccc2)C(CCO)C1 (stereo not drawn),-3,8,2,7,0,-0.2,0.93,0.98,-2
Cc1cc(C)nc(SCc2nnc(SCC(=O)Nc3c(C)cccc3C)o2)n1,-1,-10,6,1,2,0.6,0.99,0.94,3
CCN1CCCc2cc(CN(CCN3CCOCC3)C(=S)Nc3ccccc3OC)ccc21,0,-7,5,6,0,1.2,0.94,0.95,-1
CC(=O)Nc1ccc(S(=O)(=O)N2CCN3CCCC3C2)cc1 (stereo not drawn),-2,11,-10,-4,-2,1.2,1,1.1,-4
COC(=O)c1c(N)sc(C(=O)N2CCOCC2)c1C,-6,-8,-13,1,0,1.6,0.99,1.1,-2
CCOc1cc2c(C#N)c(N(CC)CC)nc(N)c2c(N)n1,0,11,9,2,-2,1.5,0.98,0.91,-2
COc1cccc(NC(=O)CSCc2cc(=O)n3nc(C4CC4)sc3n2)c1,0,-8,11,5,0,-0.7,0.95,0.89,2
CCn1c(=O)c(=O)[nH]c2cc(C(=O)NCC3CCCCC3)ccc21,-1,-1,-11,6,5,-0.9,0.94,1.1,0
CC(C)S(=O)(=O)C/C(N)=N/OS(=O)(=O)c1ccc(Cl)cc1,1,-2,11,3,-3,2.6,0.97,0.89,-6
CCCc1c(C(=O)N/N=C/c2ccncc2)nnn1-c1nonc1N,-3,1,6,10,-3,-1.6,0.9,0.94,-8
COc1cc(NC(=O)C2CCN(c3cnccn3)CC2)cc(OC)c1OC,2,9,6,-3,0,-0.9,1,0.94,3
COc1ccccc1N1CCN(C(c2cccs2)C(C)NS(=O)(=O)c2ccccc2)CC1 (stereo not drawn),-5,1,11,-11,-3,1.0,1.1,0.89,-5
CC1CCN(C(=O)c2cc(S(=O)(=O)N3CCCCC3)c[nH]2)CC1,-4,0,-3,-3,-2,-1.8,1,1,-10
Cc1nnc(SCC(=O)Nc2ccc(F)cc2F)n(N)c1=O,0,3,-4,1,-7,0.5,0.99,1,-5
O=C(COC(=O)Cc1ccsc1)Nc1cccc(F)c1,-1,-3,7,-1,3,-0.3,1,0.93,2
CC1=NOC(=O)/C1=C/c1ccc(O)c(Br)c1,0,-1,11,6,2,1.3,0.94,0.89,2
O=S(=O)(NCC1CCN(c2ccc(S(=O)(=O)N3CCOCC3)cc2)CC1)c1ccc(F)cc1,-2,-7,4,-3,-3,-0.9,1,0.96,-9
CCn1c(=N)n(CC(=O)c2ccc(OC)c(OC)c2)c2ccccc21,0,3,3,-4,4,-3.1,1,0.97,2
COCCC(=O)NC12CC3CC(CC(C3)C1)C2,-1,-11,9,2,2,0.3,0.98,0.91,-6
CC(C)NS(=O)(=O)c1ccc(NC(=O)C(C)OC(=O)C2CCC2)cc1 (stereo not drawn),-1,0,-9,-6,1,1.5,1.1,1.1,0
CC(=O)N1c2c(cc(Br)cc2S(=O)(=O)N2CCN(c3ccccc3F)CC2)CC1C (stereo not drawn),0,55*,16,2,-4,-0.8,0.98,0.84,-7
Cc1cc(C)n2c(SCc3ccc(Br)cc3)nnc2n1,0,-1,9,7,-2,4.3,0.93,0.91,-1
COc1cc(-c2nnc(NC(=O)CCS(=O)(=O)c3ccc(F)cc3)o2)cc(OC)c1OC,-7,-2,-8,-4,-8,-0.4,1,1.1,2
Cn1c(=O)c2c(nc(SCC(=O)c3cccs3)n2Cc2ccc(F)cc2)n(C)c1=O,-4,5,-38,10,0,1.3,0.9,1.4,-4
CCOc1ccc(NC(=O)CN(C)C(=O)c2ccc(=O)[nH]c2)cc1OCC,4,1,9,8,-1,-0.3,0.93,0.91,15
CCOc1ccc2oc(C(=O)OCC(=O)NC3CCCC3)c(C)c2c1,-1,-7,-13,4,1,-1.5,0.96,1.1,0
CC12CCC(C(=O)Nc3ccccc3Br)(C/C1=N\O)C2(C)C (stereo not drawn),0,4,-7,14,-2,-0.1,0.86,1.1,-6
Cc1ccc(Nc2ncnc(N)n2)cc1,0,-1,1,-3,-3,-1.9,1,0.99,-8

# A different layout for some results above.
molecule	MIN6 prolif	ATG4B inh	hIAP block	mIAP block	A3A deaminase	MPTP inh	mIAP activ	hIAP act	APOBEC3G inh
COc1cc(-c2nnc(NC(=O)CCS(=O)(=O)c3ccc(F)cc3)o2)cc(OC)c1OC	-7	-2	-8	-4	-8	-0.4	1	1.1	2
Cn1c(=O)c2c(nc(SCC(=O)c3cccs3)n2Cc2ccc(F)cc2)n(C)c1=O	-4	5	-38	10	0	1.3	0.9	1.4	-4

# Continued:
SMILES,MIN6 prolif,ATG4B inh,hIAP block,mIAP block,A3A deaminase,MPTP inh,mIAP activ,hIAP act,APOBEC3G inh
O=C(COc1ccc2c3c(c(=O)oc2c1)CCCC3)NCc1cccnc1,1,0,-7,-5,3,0.6,1,1.1,0
CC(=O)Nc1ccc(S(=O)(=O)Nc2cc(S(=O)(=O)N3CCCCC3)ccc2O)cc1,-2,-6,-55,1,1,-1.4,0.99,1.5,-7
O=C(Cc1ccc([N+](=O)[O-])cc1)N1N=C2CCCCC2C1(O)C(F)(F)F (stereo not drawn),-3,-1,-32,-9,-1,3.5,1.1,1.3,-19
Cc1ccc(NC(=S)NCC(C)CSc2ccc(Cl)cc2)cc1 (stereo not drawn),-6,5,-36,-165,-1,44,2.7*,1.4,1
C/C=C/C(=O)N1c2ccccc2C(C)=CC1(C)C,-2,2,-29,3,-2,-1.2,0.97,1.3,-4
COc1ccccc1CNC(=O)CCC(=O)n1ncc2cc(C)ccc21,-1,-21,-4,-4,1,0.0,1,1,-6
COc1cc(-c2nc(S(=O)(=O)c3ccc(C)cc3)c(N(C)C)o2)cc(OC)c1OC,-1,-14,-4,-6,2,-1.1,1.1,1,-2
COc1ccc(NS(=O)(=O)c2ccc3c(c2)CCC(=O)N3)c(OC)c1,-2,-6,-4,0,-5,-0.3,1,1,-4
Nc1ccc(C(=O)OCCCc2nc3cc4ccccc4cc3[nH]2)cc1,1,-13,-7,-27,0,4.4,1.3,1.1,-7
COc1ccc(S(=O)(=O)N(C)c2ccc(C(=O)N3CCOCC3)cc2)cc1OC,-2,-5,9,-7,0,-2.4,1.1,0.91,-2
NNC(=O)Cn1c(-c2nonc2N)nc2ccccc21,2,-8,-3,14,4,-0.7,0.86,1,-5
C=CCNc1nc(N2CCCC2)nc2ccccc12,-2,7,-28,4,4,-1.9,0.96,1.3,4
c1n[nH]c(NCc2ccc3c(c2)OCO3)n1,1,-5,-12,4,-1,0.0,0.96,1.1,-11
Cc1nc2nc(Cc3ccccc3)[nH]n2c(=O)c1Cc1ccccc1,-1,10,9,3,-2,0.0,0.97,0.91,5
CS(=O)(=O)c1ccc(-c2sc3ccccc3c2C(=O)NCCCN2CCOCC2)cc1,2,2,13,5,-4,-0.5,0.95,0.87,-7
CC(=O)NC(CC(=O)NCCCn1ccc2ccccc21)c1ccccc1 (stereo not drawn),0,8,5,10,-3,-3.9,0.91,0.95,-7
CC(C)=C1C(=O)NN(c2ccc(F)c(Cl)c2)C1=O,-2,17,-30,6,-2,-1.1,0.94,1.3,4
COc1ccc(NC(=O)C(=O)NNC(=O)c2ccc(Cl)cc2Cl)cc1,-2,3,-18,11,1,-0.5,0.89,1.2,0
CCn1c(=O)c(C(=O)NCc2ccccc2OC)c(O)c2ccccc21,-3,4,-21,18,-2,1.2,0.82,1.2,-7
O=c1[nH]c(CN2CCOCC2)nc2cc(Cl)ccc12,0,14,4,3,-2,-2.0,0.97,0.96,-5
CN(C)S(=O)(=O)c1ccc(S(=O)(=O)N(CC(=O)Nc2ccccc2)Cc2ccco2)cc1,-2,-4,-38,-2,-2,0.5,1,1.4,-1
Cn1c(CCC(=O)OCC(=O)NCc2ccccc2Cl)nc(=O)c2ccccc21,-3,2,10,5,0,-0.7,0.95,0.9,-9
CS(=O)(=O)Oc1ccc2c(c1)O/C(=C\C=C\c1ccccc1)C2=O,-4,2,22,15,1,1.9,0.85,0.79,1
C=CCN1C2CCCC1CC(NC(=O)Nc1cc(C)cc(C)c1)C2 (stereo not drawn),-1,0,-38,-69,-4,0.0,1.7,1.4,-4
CCC1=NN(C(=O)C(=O)NCCc2ccccc2)C(O)(C(F)(F)F)C1 (stereo not drawn),-1,-3,9,18,-5,-0.5,0.82,0.91,-7
COc1ccc(C(=O)NC(=O)COC(=O)c2ccc(C)o2)cc1,4,-1,-12,-12,0,-2.7,1.1,1.1,-3
